SIAH1 antagonists = Siah-1 peptide-binding antagonists, primary screen, biochemical, fluorescence polarization, rhodamine-plectin, uHTS (AID 1817). E3 ubiquitin-protein ligase SIAH1 (Homo sapiens). Siah-1 / rhodamine-plectin peptide fluorescence polarization; higher % means a stronger effect. displacement, % at 20 µM, or IC50 in µM where a hit was titrated. actives 0.02% (n = 290,000);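 active = displacement of at least 50% at 20 µM, with a fluorescence ratio check between 0.3 and a set limit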;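 note: plate controls were Siah plus tracer with DMSO for no effect and tracer alone without Siah for full effect; strong numbers were not always called active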
Myeloid diff 2 = induction of myeloid progenitor differentiation, primary screen, cell-based, flow cytometry, MLPCN library | actives 1% (n = 360,000) | calls only at 10 µM | AID 624256, 2012 | ER-HoxA9 myeloid progenitors, lysozyme-GFP differentiation;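 active = normalized GFP-positive differentiation at or above the plate's own cutoff, the solvent-only control mean plus 3 SD; inconclusive = no clear call, values can overlap the other calls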;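 note: cells exposed to compound for four days before flow analysis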
PMI inhibitors = inhibitors of human PMI, primary screen, biochemical, fluorescence intensity, coupled assay (AID 1209). actives 0.42% (n = 190,000). inhibition, % at 20 µM; hits with a dose series show IC50 in µM. purified PMI enzyme, coupled fluorescence intensity; higher % means a stronger effect;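 note: plate controls were DMSO vehicle for no effect and wells lacking substrate for full effect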
RSV CPE inhibition = RSV antiviral activity via CPE protection, HEp-2 cells, primary 10 µM value included (AID 2391); actives 0.13% (n = 310,000); CPE inhibition, % at 10 µM, or IC50 in µM where a hit was titrated; HEp-2 cells, RSV-induced CPE inhibition; higher % means a stronger effect; in the data active = a potency from the dose series; inconclusive = CPE inhibition mostly from about 23% at the one dose, without a potency; inactive = the rest, 99 in 100 with CPE inhibition below about 21%; note: strong numbers were not always called active
TNAP activation fold = human TNAP enzyme activators, primary screen, biochemical, luminescent, no phosphate acceptor, uHTS (AID 1001). actives 0.03% (n = 200,000). activation fold at 20 µM; hits with a dose series show EC50 in µM. purified TNAP, luminescent activation assay, no phosphate acceptor; higher activation fold means a stronger effect; in the data active = activation fold from about 3, or a potency from the dose series; inactive = the rest, 99 in 100 with activation fold below about 1.6; note: many of its hits are not listed in these tables
WT yeast gro inh = growth inhibition of WT strain, primary screen, mitochondrial fusion inhibitor project, WT and mutant strains, chemical genetic | inhibition, % at 10 µM | actives 2.1% (n = 190,000) | AID 1362, 2008 | mitochondrial fusion phenotypic screen; in the data active = inhibition above about 58%; tested in S. cerevisiae
PhoP inhibition = inhibitors of PhoP regulon expression, primary screen, Salmonella Typhimurium, GFP reporter (AID 1863) | S. Typhimurium PhoP-regulated promoter GFP reporter, 4 h; higher % means a stronger effect | one-dose inhibition, % at 50 µM; IC50 in µM for titrated hits | actives 0.16% (n = 300,000);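 active = inhibition over 29.93%, a cutoff 3 SD above the screen mean, later confirmed by dose response; inconclusive = inhibition over 29.93% but no dose response follow-up; inactive = inhibition at most 29.93% or unconfirmed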;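 note: 0% = low Mg2+ inducing control and 100% = high Mg2+ repressing control; strong numbers were not always called active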
PMI inhibition = human PMI inhibitors, high substrate, primary screen, biochemical, fluorescence intensity, high mannose 6-phosphate (AID 1220); Mannose-6-phosphate isomerase (Homo sapiens); recombinant PMI enzyme, coupled fluorescence intensity; higher % means a stronger effect; actives 0.66% (n = 190,000); inhibition, % at 20 µM, or IC50 in µM where a hit was titrated
XIAP antagonists = XIAP antagonists, biochemical, IAP family, fluorescence polarization (AID 1018) | E3 ubiquitin-protein ligase XIAP (Homo sapiens) | XIAP BIR domain, fluorescence polarization peptide displacement; higher % means a stronger effect | displacement, % at 20 µM; hits with a dose series show IC50 in µM | actives 0.007% (n = 200,000); in the data active = displacement above about 50%; note: a part of the inactive calls stands beside numbers as strong as those of hits
WT yeast gro inh mutant strain = recorded beside WT yeast gro inh, whose call it bears; inhibition, %; mitochondrial fusion phenotypic screen, mutant strain inhibition
Myeloid diff 2 GFP+ MAC1+ % = also measured in Myeloid diff 2; calls as there; GFP+ MAC1+ double positive, %; measured here: differentiation confirmed by MAC1 staining
Starred values were filed as active, the others as inactive; i = inactive; ? = inconclusive; · = not tested or not shown. Cut-off read from the data, not from the text of the source, unless noted: active = inhibition above about 50%; inactive = the rest.

Assay codes – A = SIAH1 antagonists; B = Myeloid diff 2; C = Myeloid diff 2 GFP+ MAC1+ %; D = PMI inhibitors; E = RSV CPE inhibition; F = TNAP activation fold; G = WT yeast gro inh; H = WT yeast gro inh mutant strain; I = PhoP inhibition; J = PMI inhibition; K = XIAP antagonists
COc1ccc(C(=O)N(C)C2CCCN(Cc3ccccc3F)C2)cc1OC (stereo unspecified)
  A: 3%	B: i	C: 0.6	D: ·	E: 0.8%	F: ·	G: ·	H: ·	I: 1%	J: ·	K: ·
CCc1nc(OCCN(CC)CC)c2oc3ccccc3c2n1
  A: 8%	B: i	C: 1.4	D: 0%	E: -0.5%	F: 1.1	G: -7	H: -11	I: 1%	J: -6%	K: 0.4%
CCN(CC)c1ccc(/C=N/NC(=O)OC)c(O)c1
  A: -6%	B: i	C: 4.9	D: 25%	E: 3.2%	F: 1	G: -15	H: -1	I: 12%	J: 28%	K: -15%
Cc1cc2c([nH]c3ccccc32)c(C)n1
  A: 1%	B: i	C: 0.4	D: ·	E: -0.2%	F: ·	G: ·	H: ·	I: 4%	J: ·	K: ·
COc1ccc(CC(=O)Oc2ccccc2[N+](=O)[O-])cc1
  A: 6%	B: i	C: 0.5	D: ·	E: 0.4%	F: ·	G: ·	H: ·	I: 1%	J: ·	K: ·
CCC/C(O)=C1\C(=O)CCCC1=NC(C)C(=O)O (stereo unspecified)
  A: -4%	B: i	C: 8.6	D: -2%	E: 0.6%	F: 1.1	G: 11	H: 23	I: 0%	J: -3%	K: -3.6%
O=C(O)c1ccc(Cl)c(S(=O)(=O)NC(Cc2ccccc2)C(=O)O)c1 (stereo unspecified)
  A: -5%	B: i	C: 0.3	D: -11%	E: -1.1%	F: 1.1	G: 3	H: -5	I: 5%	J: -5%	K: -5.2%
NC(=O)CC(NC(=O)c1ccccc1)c1ccc(N2CCN(c3ccccn3)CC2)c([N+](=O)[O-])c1 (stereo unspecified)
  A: 3%	B: i	C: 1.6	D: ·	E: -0.7%	F: ·	G: ·	H: ·	I: 14%	J: ·	K: ·
O=C(CCSCc1ccccc1Cl)NCc1ccco1
  A: 6%	B: i	C: 1.1	D: -11%	E: 0.8%	F: 1.1	G: -3	H: 2	I: 7%	J: -13%	K: -2.2%
FC(F)(F)c1ccc(Sc2n[nH]c(C(F)(F)F)n2)nc1
  A: -3%	B: i	C: 0.3	D: ·	E: 1.8%	F: ·	G: ·	H: ·	I: -2%	J: ·	K: ·
COC(=O)[C@@H](NC(=O)Nc1ccc(OC(F)(F)F)cc1)C(C)C
  A: -5%	B: i	C: 0.8	D: -1%	E: 2.2%	F: 1.1	G: 7	H: 21	I: -10%	J: -8%	K: -2.3%
O=C(c1cccc2cccc(O)c12)N1CCCCC1
  A: -1%	B: i	C: 0.3	D: 32%	E: 2.2%	F: 1.1	G: -4	H: -5	I: 4%	J: 64%*	K: -4.2%
CC/C(=C\C(=O)c1ccncc1)Nc1ccc(O)cc1
  A: -3%	B: i	C: 0.8	D: -12%	E: 0.3%	F: 1	G: -1	H: 0	I: 9%	J: -1%	K: -4.2%
COc1ccc(NC(=O)C2CCN(S(C)(=O)=O)CC2)cc1Cl
  A: 1%	B: i	C: 5.6	D: -4%	E: 0.1%	F: 0.9	G: -8	H: -23	I: -3%	J: 2%	K: -5.9%
CCCCCCCCSc1nnc(CSc2nc3nc(C)cc(C)n3n2)o1
  A: 7%	B: i	C: 5.8	D: 2%	E: 2.3%	F: 1.1	G: 30	H: 15	I: 1%	J: 1%	K: -6.9%
S=c1[nH]nc(-c2ccccc2)n1/N=C/c1ccc(-c2ccccc2Cl)o1
  A: 3%	B: i	C: 0.4	D: 8%	E: ?	F: 0.6	G: 58*	H: 11*	I: 8%	J: 13%	K: -1.5%
Cc1ccc(C(=O)COC(=O)c2c(C)cc(=O)oc2C)cc1[N+](=O)[O-]
  A: -7%	B: i	C: 1.0	D: 36%	E: 1.3%	F: 1.1	G: 1	H: 5	I: 2%	J: 58%*	K: -2.9%
Cc1nn(C)c(Oc2ccccc2)c1CCNC(=O)CC(C)C
  A: 5%	B: i	C: 0.2	D: -9%	E: 0.8%	F: 1.1	G: -10	H: 9	I: 0%	J: -7%	K: -3.5%
CCC(=O)N1CCc2cc(S(=O)(=O)CCC(=O)Nc3nc(C)cs3)ccc21
  A: 2%	B: i	C: 0.5	D: -11%	E: 2.4%	F: 1.1	G: -12	H: -6	I: -14%	J: -19%	K: -2.8%
Cc1ccc(-c2nc(CS(=O)CC(=O)NCCCc3ccccc3)c(C)o2)cc1 (stereo unspecified)
  A: -2%	B: i	C: 0.4	D: ·	E: 3.3%	F: ·	G: ·	H: ·	I: -3%	J: ·	K: ·
CC(=O)c1ccc(NC(=S)NCc2ccco2)cc1
  A: -2%	B: i	C: 0.2	D: 0%	E: -0.7%	F: 1.1	G: -11	H: -7	I: -7%	J: 3%	K: 2.2%
CCOc1ccc(OCC)c(NC(=O)CCCN2C(=S)NC(C)(C)CC2C)c1 (stereo unspecified)
  A: -3%	B: i	C: 0.7	D: 8%	E: 1.6%	F: 1.1	G: -23	H: 0	I: 0%	J: 7%	K: -3.4%
COc1ccc(CN(C)CC(O)COC(c2ccccc2)c2ccccc2)c(OC)c1OC (stereo unspecified)
  A: 3%	B: i	C: 0.9	D: ·	E: 3.7%	F: ·	G: ·	H: ·	I: -3%	J: ·	K: ·
O=c1[nH]c(/C=C\c2ccc(O)cc2)nc(O)c1[N+](=O)[O-]
  A: -6%	B: i	C: 0.9	D: ·	E: 0.3%	F: ·	G: ·	H: ·	I: 15%	J: ·	K: ·
CCS(=O)(=O)N1CCC(C(=O)N2CCN(Cc3ccccc3)CC2)CC1
  A: -2%	B: i	C: 0.3	D: 4%	E: 0.3%	F: 1.1	G: 3	H: 2	I: -6%	J: 7%	K: -4.5%
CCOC(=O)c1ccc(N2C(=O)c3n[nH]c(-c4ccco4)c3C2c2cccc([N+](=O)[O-])c2)cc1 (stereo unspecified)
  A: 6%	B: i	C: 2.0	D: 17%	E: 2.5%	F: 1.9	G: 28	H: 9	I: -5%	J: 6%	K: 0.1%
CCCNC(=O)c1cn(CC)c2cc(N3CCN(C)CC3)c(F)cc2c1=O
  A: 1%	B: i	C: 1.2	D: 5%	E: 0.4%	F: 1.2	G: 3	H: 13	I: 26µM*	J: -2%	K: -1.2%
O=C(NC1(C(F)(F)F)NC(=O)N(c2ccc(F)cc2)C1=O)c1ccncc1 (stereo unspecified)
  A: -2%	B: i	C: 0.6	D: -16%	E: 1.6%	F: 1	G: -10	H: -8	I: 17%	J: -16%	K: -1.9%
COC(C(=O)Nc1c(F)cccc1F)c1ccccc1 (stereo unspecified)
  A: 0%	B: i	C: 0.0	D: -13%	E: 1.1%	F: 1	G: -4	H: 2	I: -2%	J: -14%	K: -7.6%
Cc1cc(NC(=O)COc2ccc3ccccc3c2)no1
  A: 0%	B: i	C: 0.9	D: ·	E: 1.1%	F: ·	G: ·	H: ·	I: 3%	J: ·	K: ·

Sorted by the number under XIAP antagonists (rising): three from the list above.
smiles | SIAH1 antagonists | Myeloid diff 2 GFP+ MAC1+ % | PMI inhibitors | RSV CPE inhibition | TNAP activation fold | WT yeast gro inh mutant strain | PhoP inhibition | PMI inhibition | XIAP antagonists
CCCCCCCCSc1nnc(CSc2nc3nc(C)cc(C)n3n2)o1 | 7% | 5.8 | 2% | 2.3% | 1.1 | 15 | 1% | 1% | -6.9%
CC/C(=C\C(=O)c1ccncc1)Nc1ccc(O)cc1 | -3% | 0.8 | -12% | 0.3% | 1 | 0 | 9% | -1% | -4.2%
CCC/C(O)=C1\C(=O)CCCC1=NC(C)C(=O)O (stereo unspecified) | -4% | 8.6 | -2% | 0.6% | 1.1 | 23 | 0% | -3% | -3.6%

(next part)
Assay codes – A = SIAH1 antagonists; B = Myeloid diff 2; C = Myeloid diff 2 GFP+ MAC1+ %; D = PMI inhibitors; E = RSV CPE inhibition; F = TNAP activation fold; G = WT yeast gro inh; H = WT yeast gro inh mutant strain; I = PhoP inhibition; J = PMI inhibition; K = XIAP antagonists
C=CCn1c(Cn2nnc3ccccc32)nnc1SCC(=O)N/N=C/c1cc(Br)cc(OC)c1O
  A: -2%	B: i	C: 1.4	D: 16%	E: 4.7%	F: 1	G: 1	H: 3	I: -16%	J: 13%	K: -20%
CCOC(=O)c1c(S(=O)(=O)N2CCCC(C(=O)Nc3ccc(C)cn3)C2)c(C)n(C)c1C (stereo unspecified)
  A: -4%	B: i	C: 2.6	D: ·	E: -0.1%	F: ·	G: ·	H: ·	I: 3%	J: ·	K: ·
Cc1cc(NCCN2CCOCC2)n2ncc(-c3ccccc3)c2n1
  A: 0%	B: i	C: 0.0	D: -6%	E: 0.7%	F: 1.1	G: 9	H: 13	I: 39%	J: -2%	K: -2.5%
Cc1ccc(NC(=O)CCC(=O)c2ccc(F)cc2)cc1Cl
  A: 5%	B: i	C: 0.8	D: -2%	E: 1.4%	F: 1.1	G: -6	H: 3	I: -1%	J: -3%	K: -3.2%
Cc1nc(NC(=O)CN2CCOCC2)sc1-c1ccccc1
  A: 0%	B: ·	C: ·	D: -5%	E: 2.8%	F: 1	G: 0	H: 5	I: 4%	J: 0%	K: -6.7%
CC(C)C1N=C(c2ccc3c(c2)OCO3)CC(c2ccccc2O)N1 (stereo unspecified)
  A: -1%	B: i	C: 6.2	D: 19%	E: -0.4%	F: 0.9	G: 18	H: 11	I: 4%	J: 14%	K: -20%
CCCn1c(N2CCN(Cc3ccc(Cl)cc3)CC2)nc2ccccc21
  A: 9%	B: i	C: 0.0	D: 5%	E: 10%	F: 1.1	G: 45	H: 20	I: -3%	J: 0%	K: 0.6%
COc1ccccc1CNC(=O)C/C(C)=N/NC(=O)Cc1ccc(OC)c(OC)c1
  A: 3%	B: i	C: 0.4	D: -4%	E: 1.7%	F: 1	G: -4	H: 4	I: 5%	J: -3%	K: -4.1%
O=C(Nc1ccccc1)O/N=C/c1ccncc1
  A: 2%	B: i	C: 1.0	D: -4%	E: 0.9%	F: 1.1	G: -7	H: -12	I: 3%	J: -5%	K: -5.1%
Cc1cc2c(=O)[nH]c(Cc3ccccc3)nc2s1
  A: 3%	B: i	C: 0.5	D: 3%	E: 1.1%	F: 1.1	G: -12	H: -9	I: 15%	J: 3%	K: -6.4%
CCCCOc1ccc(CNC(=O)NS(=O)(=O)c2ccc(OCC)cc2)cc1
  A: -1%	B: i	C: 1.6	D: 0%	E: 2.5%	F: 1.1	G: -11	H: 2	I: 7%	J: -2%	K: -24%

Shown as a hit in PhoP inhibition, among the entries above:
molecule	SIAH1 antagonists	Myeloid diff 2 GFP+ MAC1+ %	PMI inhibitors	RSV CPE inhibition	TNAP activation fold	WT yeast gro inh mutant strain	PhoP inhibition	PMI inhibition	XIAP antagonists
CCCNC(=O)c1cn(CC)c2cc(N3CCN(C)CC3)c(F)cc2c1=O	1%	1.2	5%	0.4%	1.2	13	26µM*	-2%	-1.2%
